Glioma ERSR ind: qHTS for Inducers of the Endoplasmic Reticulum Stress Response (ERSR) in Human Glioma: qHTS. 420,000 compounds, 0.02% hits. Potency, µM, inactives show at the top dose activation, hits mostly activators. U87-MG GRP78 promoter luciferase reporter, 16 h. AID 602332, 2012; also: potency is read from the fitted curve at half-maximal effect; series mostly up to about 76 µM; % of control where 0% means no effect; nearly all actives have a fitted effect of over 35% in size
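Stably transfected U87-MG glioma cells carrying a GRP78-based luciferase sensor; 16 h compound incubation. Luminescence end-point read 10 min after Bright-Glo addition at room temperature.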
TrxR1 substrate: qHTS Assay for Substrates of Mammalian Selenoprotein Thioredoxin Reductase 1 (TrxR1): qHTS; Thioredoxin reductase 1, cytoplasmic (Rattus norvegicus), O89049; purified TrxR1 substrate turnover, NADPH consumption readout; Potency, µM (series often up to 114 µM), for inactives: at the top dose activity change, negative = substrate turnover; 390,000 compounds, 0.01% hits; AID 588456, 2011; also: potency is read from the fitted curve at half-maximal effect; % is scaled to controls: 0 for no effect and ±100 for the full control effect; nearly all actives have a fitted effect of over 50% in size
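Rat TrxR1, dispensed at 90 nM, was prereduced with 400 uM NADPH (final) for 5 min at ~22 deg C, then incubated with compound 15 min before 400 uM selenite. A first-read NADPH fluorescence drop versus no-compound background flagged substrates.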
rTrxR1 inhibitor: qHTS Assay for Inhibitors of Mammalian Selenoprotein Thioredoxin Reductase 1 (TrxR1): qHTS; recombinant rTrxR1, NADPH fluorescence consumption, selenite substrate; 390,000 compounds, 1% hits; AID 588453, 2011; Potency, µM (titrated, usually from 114 µM), for the others: at the highest dose activity change, negative = inhibition, actives largely listed as inhibitors; Thioredoxin reductase 1, cytoplasmic (Rattus norvegicus), O89049; also: potency is read from the fitted curve at half-maximal effect; % is scaled to controls: 0 for no effect and ±100 for the full control effect; nearly all actives have a fitted effect of over 65% in size
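Rat TrxR1 (90 nM in the dispensed reagent) was pre-reduced with 400 uM NADPH for 5 min at room temperature, then incubated with compound for 15 min. After 400 uM selenite was added, NADPH fluorescence (Ex 340/Em 450 nm) was followed for 8 min.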
Vif-APOBEC3G blk: qHTS for Inhibitors of Vif-A3G Interactions: qHTS | Potency, µM (doses to about 46.1 µM), without a hit: top-dose activity, negative = active, usual class: inhibitors | AID 602310, 2012 | DNA dC->dU-editing enzyme APOBEC-3G (Homo sapiens), Q9HC16 | 410,000 compounds, 0.076% hits | HeLa A3G-eYFP + Vif (tagged APOBEC3G with the HIV-1 protein that degrades it), YFP fluorescence, overnight;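 also: potency is read from the fitted curve at half-maximal effect; % is scaled to controls: 0 for no effect and ±100 for the full control effect; nearly all actives have a fitted effect of over 60% in size; hits raise eYFP signal because A3G escapes Vif-driven loss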
Target sequence (Q9HC16 whole entry, looked up): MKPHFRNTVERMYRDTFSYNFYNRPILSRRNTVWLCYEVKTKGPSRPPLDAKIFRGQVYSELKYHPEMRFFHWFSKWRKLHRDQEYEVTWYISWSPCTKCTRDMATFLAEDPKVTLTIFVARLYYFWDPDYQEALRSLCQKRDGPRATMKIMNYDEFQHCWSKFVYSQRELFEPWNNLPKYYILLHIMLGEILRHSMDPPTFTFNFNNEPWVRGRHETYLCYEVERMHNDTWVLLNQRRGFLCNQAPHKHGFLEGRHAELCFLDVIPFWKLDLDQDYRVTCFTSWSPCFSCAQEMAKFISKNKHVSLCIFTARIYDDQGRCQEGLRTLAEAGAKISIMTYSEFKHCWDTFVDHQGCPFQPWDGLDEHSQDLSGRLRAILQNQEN
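Read-out is eYFP fluorescence (Ex 488/Em 500-530) from Vif-expressing HeLa A3G-eYFP cells; more signal means A3G escaped Vif-mediated degradation. Cells plated overnight, compound pinned in, incubated overnight at 37 deg C.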
USP1-UAF1 inh: Inhibitors of USP1/UAF1: Primary Screen | Ubiquitin carboxyl-terminal hydrolase 1 (Homo sapiens), O94782 | recombinant USP1/UAF1, Ub-Rhodamine cleavage fluorescence | Potency, µM (titrated, usually from 57.1 µM), inactives show top-dose activity change, negative = inhibition, actives largely listed as inhibitors | 390,000 compounds, 0.23% hits | AID 743255, 2014; also: potency is read from the fitted curve at half-maximal effect; % is scaled to controls: 0 for no effect and ±100 for the full control effect; nearly all actives have a fitted effect of over 60% in size; inactives centre near -12
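In this screen, compounds sit with the deubiquitinase complex (1nM) for 15 min at room temperature before Ub-Rho is added at 150nM final. Fluorescence rise is then followed for 6 reads every 60 seconds.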
Vif-APOBEC3F blk: qHTS for Inhibitors of Vif-A3F Interactions: qHTS; 390,000 compounds, 0.2% hits; Potency, µM (series often up to 46.1 µM), without a hit: top-dose activity, negative = active; HeLa A3F-eYFP + Vif (tagged APOBEC3F with the HIV-1 protein that degrades it), YFP fluorescence increase; AID 602313, 2012; also: potency is read from the fitted curve at half-maximal effect; % of control where 0% means no effect; nearly all actives have a fitted effect of over 65% in size
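Fluorescence increase (Ex 488/Em 500-530) after overnight compound treatment at 37 deg C flags inhibition of Vif-driven A3F-eYFP loss in stable HeLa A3F-eYFP/Vif cells seeded overnight beforehand.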
LDHA block: qHTS assay for inhibitors of human lactate dehydrogenase; L-lactate dehydrogenase A chain (Homo sapiens), P00338; purified LDHA, NADH/diaphorase-resazurin fluorescence; active compounds read low; activity change, % (values are at about 110 or 230 µM); 480,000 compounds, 0.15% hits; in the data active = activity change below about -30%; inconclusive = mostly about -25% to -30%;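 also: plate controls were DMSO wells for no effect and wells without enzyme for full effect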
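Human LDH5 (2 nM) was incubated with 0.06 mM NADH and 0.2 mM pyruvate for 5 min at room temperature in Tris pH 7.4. Remaining NADH was coupled through diaphorase/resazurin, and resorufin fluorescence was read at 0 and 20 min.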
RGS4 inhibitor: Inhibitors of Regulator of G Protein Signaling (RGS) 4: qHTS; Transcreener GDP fluorescence polarization, RGS4-accelerated GTP hydrolysis; Potency, µM (series often up to 114 µM), without a hit: at the top dose activity change, negative = inhibition, actives largely listed as inhibitors; 390,000 compounds, 0.039% hits; AID 504845, 2011; also: potency is read from the fitted curve at half-maximal effect; % is scaled to controls: 0 for no effect and ±100 for the full control effect; nearly all actives have a fitted effect of over 75% in size; some results filed as inactive show a strong effect at the top dose
Target sequence (P49798 whole entry, looked up): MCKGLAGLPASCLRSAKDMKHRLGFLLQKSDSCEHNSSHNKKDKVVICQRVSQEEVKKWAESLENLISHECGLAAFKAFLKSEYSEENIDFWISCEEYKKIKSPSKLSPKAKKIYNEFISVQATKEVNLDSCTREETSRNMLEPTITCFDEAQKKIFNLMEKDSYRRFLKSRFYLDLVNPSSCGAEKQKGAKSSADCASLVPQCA
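MLSMR compounds (23 nl, pin-transferred) preincubated 10 min at room temperature with a 500nM (2x) first reagent, then RGS4 at 900nM (2x) plus Transcreener GDP mix added; fluorescence polarization (620/688 nm) read before and after 90 min at 30 °C.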
IDH1 R132H inh: qHTS for Inhibitors of mutant isocitrate dehydrogenase 1 (IDH1): qHTS; 390,000 compounds, 0.093% hits; IDH1-R132H enzyme, NADPH consumption, diaphorase/resazurin fluorescence; Isocitrate dehydrogenase [NADP] cytoplasmic (Homo sapiens), O75874; Potency, µM (highest dose often 76.6 µM), for inactives: at the highest dose activity change, negative = inhibition, most hits filed as inhibitors; also: potency is read from the fitted curve at half-maximal effect; % is scaled to controls: 0 for no effect and ±100 for the full control effect; nearly all actives have a fitted effect of over 65% in size
Target sequence (O75874 whole entry R132H, stated change not applied): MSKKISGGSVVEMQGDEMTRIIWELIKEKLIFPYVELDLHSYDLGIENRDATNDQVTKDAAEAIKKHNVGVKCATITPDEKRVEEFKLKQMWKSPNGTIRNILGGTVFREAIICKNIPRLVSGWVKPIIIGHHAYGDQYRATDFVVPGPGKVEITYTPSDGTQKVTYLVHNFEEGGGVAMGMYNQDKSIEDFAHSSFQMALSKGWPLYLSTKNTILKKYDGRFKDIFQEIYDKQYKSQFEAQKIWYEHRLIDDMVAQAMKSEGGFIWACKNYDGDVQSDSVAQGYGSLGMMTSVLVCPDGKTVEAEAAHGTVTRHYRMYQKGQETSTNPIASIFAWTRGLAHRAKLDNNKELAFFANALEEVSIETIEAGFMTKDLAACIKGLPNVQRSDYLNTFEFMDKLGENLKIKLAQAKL
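IDH1-R132H (0.5 ug/mL dispensed) in pH 7.5 Tris buffer was preincubated 30 min with compound, then given a substrate mix of 0.016 mM NADPH and 2 mM alpha-KG for 80 min at room temperature; remaining NADPH was read by diaphorase/resazurin fluorescence.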
The depositor's hits bear a star; ? = inconclusive; . = no result given; & = joins results of further samples; [ ] = another dose, or the depositor's remark. Unless noted, calls follow the shape of the dose curve; as a rule, active = well fitted curve in the direction sought with a large enough effect; inconclusive = small, poorly fitted or top-dose-only effect, or another doubt; inactive = no such curve, though single readings can be large; an effect the other way counts as inactive or inconclusive. Not all compounds are listed; count on the stated rates, not on these rows.

Values run as follows: Glioma ERSR ind	TrxR1 substrate	rTrxR1 inhibitor	Vif-APOBEC3G blk	USP1-UAF1 inh	Vif-APOBEC3F blk	LDHA block	RGS4 inhibitor	IDH1 R132H inh
> COc1ccc(NC(=O)N(C)C[C@H]2OCCCC[C@@H](C)Oc3ccc(N(C)C)cc3C(=O)N([C@H](C)CO)C[C@@H]2C)cc1
 : -5%	.	.	1%	-15%	-3%	6	.	5%
> Cc1c(F)cccc1NS(=O)(=O)c1ccc(N2CCCC2=O)cc1
 : -9%	-2%	3%	7%	-23%	0%	-1	-26%	-3%
> O=C(CC1CCCC1)Nc1ccc(Cl)c(S(=O)(=O)N2CCOCC2)c1
 : -4%	-3%	-13%[57.1 µM]	3%	0%	-1%	1	24%	-11%
> Cc1cc(N2C(=O)C(O)=C(C(=O)c3cc4ccccc4o3)C2c2cccc(Cl)c2)no1 (stereo not given)
 : -2%	-14%	?	-8%	-13%	-6%	-9	-21%	-4%
> Cc1cccc(Nc2nc(N)nc(CN3CCN(c4ccc(F)cc4)CC3)n2)c1
 : -8%	-10%	-18%	0%	-2%	-4%	8	-3%	-4%
> COCCCNC(=O)Cn1cnc2sc(C)c(S(=O)(=O)N3CC(C)CC(C)C3)c2c1=O (stereo not given)
 : -4%	6%[57.1 µM]	23%[57.1 µM]	0%	-13%	-1%	-4	-20%	3%
> O=C(Nc1c(Cl)ccc2nsnc12)c1ccc(Br)o1
 : -1%	.	.	-1%	-24%	0%	-1	.	1%
> Cc1ccc(S(=O)(=O)N2CCOCC2)cc1NC(=O)CSc1ccccn1
 : -4%	0%	-29%	6%	-20%	-3%	-2	-53%	-2%
> Cc1cc(C(C)(C)C)ccc1OCCN1CCCC1
 : 0%	1%	9%	3%	-13%	-5%	-10	5%	5%
> Cc1ccsc1CNn1cnnc1SCc1ccc(Cl)cc1
 : -5%	-10%	-18%	0%	-13%	4%	0	-11%	4%
> Cc1cc(=O)oc(C)c1C(=O)NCC1CCCO1 (stereo not given)
 : -3%	-9%	-15%	0%	2%	-8%	8	-7%	3%
> O=C(CSc1nnc(-c2ccc(C(F)(F)F)cn2)s1)c1ccc(Cl)cc1
 : -9%	-10%	3%	-2%	-12%	6%	-6	13%	-3%
> CC(=O)Cn1nnc2sc3c(c2c1=O)CCC(C(C)(C)C)C3 (stereo not given)
 : -6%	1%[57.1 µM]	18%[57.1 µM]	1%	-6%	10%	-6	2%	15%
> COc1ccc(NC(=O)C(Cl)=C(Cl)Cl)cn1
 : ?	6%[57.1 µM]	8%[57.1 µM]	?	-17%	-13%	-1	2%	-2%
> CCCC(=O)NC(c1ccccc1Cl)c1ccc2cccnc2c1O (stereo not given)
 : -3%	-4%	10%	-26%	-5%	-1%	6	4%	-14%
> CCC(C)NC(=O)[C@H]1N2C(=O)c3c(ccc(OC)c3OC)C2SC1(C)C (stereo not given in full)
 : -1%	12%	10%	-5%	-5%	3%	1	-14%	7%
> Cc1ccc2c(c1)N(CC(=O)NC1CCCCCC1)C(=O)c1cccnc1O2
 : -3%	-8%	-7%	1%	-19%	0%	0	-2%	19%
> COC(=O)c1cn(C(=O)c2cccs2)c2ccccc12
 : 1%	-5%	7%	3%	-21%	-5%	2	-11%	7%
> COCCn1c(SCC(=O)Nc2cc(C)on2)nnc1C(C)C
 : 3%	-24%[57.1 µM]	1%[57.1 µM]	1%	-24%	10%	1	-8%	5%
> O=C(CSc1nc(N2CCOCC2)nc(N2CCOCC2)n1)Nc1cccc(C(F)(F)F)c1
 : -3%	5%	19%	-1%	-22%	-7%	-3	1%	-1%

The final 2 entries of the section before come first, to join the parts:
Values run as follows: Glioma ERSR ind	TrxR1 substrate	rTrxR1 inhibitor	Vif-APOBEC3G blk	USP1-UAF1 inh	Vif-APOBEC3F blk	LDHA block	RGS4 inhibitor	IDH1 R132H inh
> COCCn1c(SCC(=O)Nc2cc(C)on2)nnc1C(C)C
 : 3%	-24%[57.1 µM]	1%[57.1 µM]	1%	-24%	10%	1	-8%	5%
> O=C(CSc1nc(N2CCOCC2)nc(N2CCOCC2)n1)Nc1cccc(C(F)(F)F)c1
 : -3%	5%	19%	-1%	-22%	-7%	-3	1%	-1%
> CCS(=O)(=O)N1CCCC(C(=O)NCc2cccnc2)C1 (stereo not given)
 : -2%	11%[57.1 µM]	1%[57.1 µM]	-7%	-9%	-1%	-6	4%	11%
> Cc1cccc(-c2nc(SCc3ccc(Br)cc3)n3[nH]c(=O)cc3n2)c1
 : -3%	8%[57.1 µM]	24%[57.1 µM]	1%	-18%	-3%	0	1%	-2%
> COCCNC(=O)C(c1ccc(C)o1)N(C(=O)c1snc(C(N)=O)c1N)c1ccc(C)c(C)c1 (stereo not given)
 : 2%	4%	-1%	-2%	1%	1%	4	-1%	2%
> CCOc1cc(C(=O)OC(C)C(=O)Nc2ccc(NC(C)=O)cc2)ccc1OCC(=O)N1CCCCC1 (stereo not given)
 : -4%	0%	-9%	-11%	-9%	3%	-2	1%	5%
> O=C(Nc1ccccc1C(=O)Nc1ccc(F)cc1)c1ccco1
 : 2%	-8%	2%	-2%	-15%	0%	-1	-3%	0%
> COc1ccccc1CCc1nnc(CCC(=O)NC(C)Cc2ccsc2)o1 (stereo not given)
 : 3%	-1%[57.1 µM]	3%[57.1 µM]	-5%	-8%	-11%	1	27%	-3%
> CC1CCCCN1S(=O)(=O)c1ccc(N(C(=O)c2cnccn2)C(C(=O)NC2CCCCC2)c2cccs2)cc1 (stereo not given)
 : -1%	-7%	-1%	-1%	-21%	-10%	-4	0%	3%
> O=C(COc1ccc(Br)cc1)OCCN1CCCCC1
 : -3%	-8%[57.1 µM]	13%[57.1 µM]	2%	-7%	8%	0	-21%	2%
> CSc1ccccc1NC(=O)c1ccc(N2CC3CC(C2)c2cccc(=O)n2C3)c(NC(=O)c2ccncc2)c1 (stereo not given)
 : -7%	0%	11%	-11%	-27%	-7%	-3	0%	12%
> COc1cccc(CNC(=O)C2=C(C)C(=O)OC23CCC(C)CC3)c1 (stereo not given)
 : -3%	16%[57.1 µM]	62%[activator][57.1 µM]	0%	1%	2%	-9	34%	8%
> COc1ccccc1C(=O)Nc1nnc(-c2ccc(F)cc2)s1
 : 8%	13%	40%	-1%	-20%	6%	0	-22%	2%
> CCOC(=O)c1cc(-c2ccccc2)n(-c2cccc(C(=O)Nc3cccc(SC)c3)c2)c1C
 : -2%	7%[57.1 µM]	30%[activator][57.1 µM]	0%	-2%	0%	1	-7%	-23%
> O=[N+]([O-])c1cccc(-c2cc3cccc[n+]3cc2-c2cccc([N+](=O)[O-])c2)c1
 : -2%	-1%	0%	1%	-18%	2%	-3	-8%	-5%
> COc1cccc(CC(=O)N2CCC(n3nccc3NC(=O)C3CC3)CC2)c1
 : 1%	1%	-4%	1%	-10%	-8%	-3	3%	0%
> O=C(c1cc(-c2cccs2)on1)N1CCOCC1
 : 0%	0%	-33%	0%	-8%	-11%	-2	2%	2%
> CCC(=O)c1ccc(OCC(O)CN2CCN(c3ccc(F)cc3)CC2)cc1 (stereo not given)
 : -2%	-1%	11%	1%	-19%	-2%	-3	3%	-1%
> Cc1ccc(-c2cc(C(=O)Nc3c(C)n(C)n(-c4ccccc4)c3=O)no2)cc1
 : 1%	8%	37%[activator]	-1%	-21%	-29%	-1	11%	0%
> Cn1nnnc1Sc1ncnc2scc(-c3ccc[nH]3)c12
 : -11%	-2%	50µM*	?	.	-10%	0&0	-32%	.

rTrxR1 inhibitor: what is marked active above.
Molecule | Glioma ERSR ind | TrxR1 substrate | rTrxR1 inhibitor | Vif-APOBEC3G blk | USP1-UAF1 inh | LDHA block | RGS4 inhibitor | IDH1 R132H inh
Cn1nnnc1Sc1ncnc2scc(-c3ccc[nH]3)c12 | -11% | -2% | 50µM* | ? | . | 0&0 | -32% | .

Source: PubChem BioAssay (National Center for Advancing Translational Sciences (NCATS))
